Rpn11 inh – Rpn11 (human) deubiquitinase inhibition | calls only at 20 µM | AID 588493 | 0.59% of 360,000 active | O00487 | human 26S proteasome, Ub4-pepOG fluorescence polarization; 20S core pre-blocked with epoxomicin;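 active means inhibition at 20 µM, scaled to each plate's controls, above about 33%, limit read from the data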
Target sequence (O00487 whole entry, looked up): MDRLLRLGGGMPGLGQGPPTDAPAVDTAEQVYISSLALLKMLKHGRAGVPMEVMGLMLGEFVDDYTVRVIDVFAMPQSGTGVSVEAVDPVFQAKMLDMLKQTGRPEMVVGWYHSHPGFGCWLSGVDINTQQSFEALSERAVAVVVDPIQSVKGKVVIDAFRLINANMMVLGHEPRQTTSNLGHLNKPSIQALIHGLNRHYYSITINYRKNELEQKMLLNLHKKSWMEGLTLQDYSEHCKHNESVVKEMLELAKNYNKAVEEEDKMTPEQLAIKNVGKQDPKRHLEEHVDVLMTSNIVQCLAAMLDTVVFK
PABP1 MLLE inh – blocks PAM2 peptide binding to the PABP1 MLLE domain | P11940 | GST-MLLE / FITC-PAM2 fluorescence polarization | inhibition, % at 20 µM | 0.36% of 360,000 active | AID 588489; in the data active means inhibition above about 35%, passing the limit was not always enough;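 further: plate controls were DMSO wells with GST-MLLE for no effect and wells lacking GST-MLLE protein for full effect; some results filed as inactive read as strong as hits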
Tb MetRS inh – Trypanosoma brucei MetRS inhibition; 0.4% of 360,000 active; inhibition, % at 11.9 µM; purified T. brucei MetRS, ATP depletion, Kinase-Glo luminescence; AID 624268;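 active means inhibition above a per-plate cutoff of the control wells' mean inhibition plus 3 SD, cut at about 5.5% in these data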;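 further: 0% = DMSO wells median and 100% = median of wells with control inhibitor compound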
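Material: T. brucei methionyl-tRNA synthetase, purified; reagent: substrates ATP, L-methionine and bulk Escherichia coli tRNA; dosing: 11.9 µM single point; timing: 15 min plus 2 h at 25 °C; detection: luminescence of leftover ATP; evaluation: % inhibition; control set: DMSO-only wells as low control; replicates: singlicate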
STEP block – inhibitors of human striatal-enriched phosphatase STEP | P54829 | recombinant STEP, OMFP fluorogenic substrate, fluorescence | inhibition, % at 20 µM | 0.25% of 360,000 active | AID 588621;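 active means inhibition at 20 µM, scaled per plate between control wells, above about 37%, limit read from the data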;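 further: 0% = DMSO with enzyme and substrate and 100% = substrate only without enzyme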
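Material: STEP (striatal-enriched tyrosine phosphatase) enzyme, cell-free; Compound dosing: 20 µM single dose in 1% DMSO; Technique: fluorescence read at 480 nm ex / 540 nm em; Times: reaction 20 min, ambient temperature; Medium: 50 mM Bis-Tris pH 6.0 with 2.5 mM DTT and 0.005% Tween 20; Also added: OMFP at 25 µM.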
SUMO1 PPI mod – SUMO1-SIM interaction modulation | inhibition, % at 20 µM | AID 602429 | SUMO1 binding to a labelled peptide, TR-FRET, 1 h | P63165 | 0.33% of 360,000 active; in the data active means inhibition above about 37%
DNMT1 inh – blocks human DNA methyltransferase DNMT1; P26358; DNMT1 molecular beacon, Hinp1I cleavage, fluorescence; inhibition (reported as % activation of signal), % at 10 µM; 0.83% of 360,000 active; in the data active means inhibition above about 50%
LMPTP block – blocks human LMPTP phosphatase; P24666; recombinant LMPTP-A, OMFP fluorogenic substrate, fluorescence intensity; inhibition, % at 20 µM; 0.22% of 360,000 active;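 active means compounds that cut the enzyme signal by at least half of the control window in the single-dose screen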;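 further: plate controls were DMSO wells with enzyme plus substrate for no effect and substrate without enzyme for full effect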
Target sequence (P24666 whole entry, looked up): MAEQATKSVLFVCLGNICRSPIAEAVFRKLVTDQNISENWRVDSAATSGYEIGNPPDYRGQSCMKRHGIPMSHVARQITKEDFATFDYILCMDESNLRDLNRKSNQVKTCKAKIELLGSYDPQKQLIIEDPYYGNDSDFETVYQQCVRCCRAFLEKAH
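Test system – LMPTP-A phosphatase enzyme · Quantity – 0.625 nM LMPTP-A final · Reagent – OMFP substrate, 400 µM final · Dosing – one test concentration per compound, 20 µM, with 3% DMSO overall · Timing – 50 min enzyme reaction at room temperature, protected from light · Detection – fluorescence intensity · Controls – substrate-only low control, DMSO enzyme-plus-substrate high control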
CSN deneddyl inh – blocks human CSN-mediated cullin deneddylation; Q92905; Purified CSN, SCF-Nedd8-OG deneddylation, fluorescence polarization; inhibition, % at 12.5 µM; 0.38% of 360,000 active; AID 651999;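 active means pattern-corrected inhibition above about 35%, with an unprinted fluorescence ratio check between 0.5 and 1.5, limit read from the data, passing the limit was not always enough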;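 further: 0% = enzyme with substrate and 100% = substrate without enzyme; some results filed as inactive read as strong as hits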
Target sequence (Q92905 whole entry, looked up, one chain of several): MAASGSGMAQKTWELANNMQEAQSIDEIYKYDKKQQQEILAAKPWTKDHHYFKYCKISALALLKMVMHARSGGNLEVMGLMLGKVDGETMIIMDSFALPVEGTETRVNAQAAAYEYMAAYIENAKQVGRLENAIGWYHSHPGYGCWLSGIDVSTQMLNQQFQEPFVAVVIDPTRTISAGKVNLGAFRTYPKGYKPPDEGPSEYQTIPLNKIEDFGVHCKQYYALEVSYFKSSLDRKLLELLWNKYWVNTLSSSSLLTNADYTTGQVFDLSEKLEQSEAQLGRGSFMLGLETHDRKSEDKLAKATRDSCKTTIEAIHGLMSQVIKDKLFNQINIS
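assay system = purified human Csn5 enzyme expressed in HEK293T cells | amount = 0.24 nM enzyme | buffer or medium = Tris/NaCl/DTT buffer, pH 7.5 | reagent = 10 nM SCFSkp2-Nedd8OG | compound = one concentration, 12.5 µM, 0.25% DMSO | times = 90 min reaction at room temperature | signal = FP | read-out basis = % inhibition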
NadD inh – blocks S. aureus nicotinate mononucleotide adenylyltransferase; purified NadD enzyme, colorimetric absorbance read-out; inhibition, % at 20 µM; 0.78% of 360,000 active; AID 602399; in the data active means inhibition above about 26%; further: some compounds past the cut are filed as inactive
Scp1 inh – blocks human Scp-1 phosphatase activity; Q9GZU7; Recombinant Scp1, phosphopeptide, malachite green phosphate absorbance; inhibition, % at 20 µM; 0.88% of 340,000 active; AID 493091;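 active means inhibition above about 50% at 20 µM, limit read from the data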;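 further: plate controls were DMSO wells with enzyme for no effect and wells lacking enzyme for full effect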
Target sequence (Q9GZU7 76-261 limits assumed): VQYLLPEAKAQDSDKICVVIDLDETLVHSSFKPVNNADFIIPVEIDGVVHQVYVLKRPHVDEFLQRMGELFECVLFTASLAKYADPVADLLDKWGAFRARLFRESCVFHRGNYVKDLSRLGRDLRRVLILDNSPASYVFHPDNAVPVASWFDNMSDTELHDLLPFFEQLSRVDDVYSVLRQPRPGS
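Test system: SCP-1 catalytic domain; Buffer or medium: Acidic Tris acetate buffer with magnesium and detergent; Also added: Phosphorylated 17-residue peptide substrate; Compound: single 20 µM dose, 1% DMSO; Schedule: enzyme reaction 45 min at room temperature, colour 5 min, stabilisation 30 min; Signal: Phosphate-binding colour reagent, absorbance read at 630 nm.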
The depositor's hits bear a star; i = inactive; x = not tested or not shown.

Values in the order: CSN deneddyl inh, PABP1 MLLE inh, SUMO1 PPI mod, LMPTP block, STEP block, NadD inh, Tb MetRS inh, DNMT1 inh, Scp1 inh, Rpn11 inh
1: O=C(CSc1ccccc1)Nc1cc(S(=O)(=O)N2CCOCC2)ccc1N1CCOCC1
→ 0, 9, -1, 0.2, -1, -2, -0.1, -1, -11, i
2: CCOC(=O)C1=C(COc2ccccc2)NC(=O)NC1c1cccc([N+](=O)[O-])c1 (centres undefined)
→ 8, 0, 35, -3.2, -2, -5, 0.0, -7, 27, i
3: CCOC(=O)Oc1ccc2oc(C)c(C(=O)OCCOC)c2c1
→ 3, -10, 1, -0.2, 0, -6, -0.9, -1, 0, i
4: CC(NC(=O)C1c2ccccc2Oc2ccccc21)C1CCCO1 (centres undefined)
→ 2, -7, 0, -0.8, 3, 1, 0.1, 0, -2, i
5: Cc1c(O)c2c(=O)n(-c3ccccc3)c(-c3ccccc3)cc2oc1=O
→ 0, -11, -1, -2.1, -1, 7, -0.2, 3, 3, i
6: CN1CCN(C(=O)c2cc(Oc3c(F)c(F)c(F)c(F)c3F)cc(C(=O)N3CCN(C)CC3)c2)CC1
→ -1, -8, 1, -3.7, -1, -3, 0.1, 2, -9, i
7: CCOc1ccccc1NC(=O)C(Sc1nnnn1C)c1ccccc1 (centres undefined)
→ 6, -6, 4, 0.0, 0, -11, -0.5, -3, -8, i
8: C=CCN1C(=S)CC(c2ccccc2)=Nc2ccccc21
→ 0, 10, -3, 0.7, 1, -2, 0.5, -3, -1, i
9: CCC(C)(C)NC(=O)CN(Cc1ccco1)C(=O)CCC(=O)Nc1nccs1
→ -4, -15, 9, 0.5, -2, -1, 0.7, 1, 1, i
10: CCOC(=O)C1CCCN(C(=O)c2cccs2)CC1 (centres undefined)
→ -4, 1, -5, -1.5, -2, -4, 0.1, -1, x, i

(more compounds)
Values in the order: CSN deneddyl inh, PABP1 MLLE inh, SUMO1 PPI mod, LMPTP block, STEP block, NadD inh, Tb MetRS inh, DNMT1 inh, Scp1 inh, Rpn11 inh
11: CC(=O)N1N=C(c2ccc(Cl)cc2)CC1c1ccc([N+](=O)[O-])cc1 (centres undefined)
→ 5, -13, -19, 0.3, -2, -4, -1.9, 5, -2, i
12: COc1ccc(NC(=O)C2=C(C)C(=O)OC23CCC(C)CC3)c(OC)c1 (centres undefined)
→ 1, 5, -4, -1.2, -1, 2, -1.2, -5, -14, i
13: CCOC(=O)c1cnc2c(-c3ccc(Cl)cc3)cnn2c1C
→ 0, 17, -1, -1.5, -1, 10, -0.2, 7, -8, i
14: CC(=O)c1cccc(NC(=O)CCC(=O)c2ccc(F)cc2)c1
→ -1, -8, 5, -2.4, -1, -2, -1.2, -11, 1, i
15: O=S(=O)(Nc1ccc(-c2ccc3nncn3n2)cc1)c1ccc(Cl)s1
→ 1, 9, -1, 1.0, 2, 3, -0.1, 9, 1, i
16: COc1ccc(C2C3=C(CCCC3=O)Nc3c(-c4ccccc4)c(C)nn32)cc1 (centres undefined)
→ 0, 6, 1, -0.6, -1, 4, -0.6, -1, 1, i
17: COc1cc2c(cc1OC)N1C(=O)CC(OCC(=O)O)C3C4CC5(CCN5C(=O)C4=O)C2C31 (centres undefined)
→ -9, 11, 2, -0.3, 0, -4, -0.7, 0, -1, i
18: Nc1nc(-c2ccccc2)cc(C(F)(F)F)n1
→ 1, 9, -2, -0.8, 4, -3, -1.2, -4, -4, i
19: COc1cccc(CN2C(=O)c3cccc(N)c3C2=O)c1
→ -6, 12, -22, -0.4, -2, 0, -0.9, -4, -4, i
20: Cc1nnc2n(Cc3ccccc3)c(=O)c3c4c(sc3n12)COC(C)(C)C4
→ 0, -14, 0, 0.4, 3, 6, -1.1, -1, -8, i

A second format for two compounds above.
13: CCOC(=O)c1cnc2c(-c3ccc(Cl)cc3)cnn2c1C
  CSN deneddyl inh: 0
  PABP1 MLLE inh: 17
  SUMO1 PPI mod: -1
  LMPTP block: -1.5
  STEP block: -1
  NadD inh: 10
  Tb MetRS inh: -0.2
  DNMT1 inh: 7
  Scp1 inh: -8
  Rpn11 inh: i

14: CC(=O)c1cccc(NC(=O)CCC(=O)c2ccc(F)cc2)c1
  CSN deneddyl inh: -1
  PABP1 MLLE inh: -8
  SUMO1 PPI mod: 5
  LMPTP block: -2.4
  STEP block: -1
  NadD inh: -2
  Tb MetRS inh: -1.2
  DNMT1 inh: -11
  Scp1 inh: 1
  Rpn11 inh: i

(further entries)
Values in the order: CSN deneddyl inh, PABP1 MLLE inh, SUMO1 PPI mod, LMPTP block, STEP block, NadD inh, Tb MetRS inh, DNMT1 inh, Scp1 inh, Rpn11 inh
21: O=C(CSc1nnc2scc(-c3ccccc3)n12)Nc1ccc2c(c1)OCCO2
→ -1, 2, 1, 0.9, 4, 1, -1.6, 7, -1, i
22: Cc1ccc2[nH]c(=O)c(CN(CCCN(C)C)C(=O)Nc3ccc(Cl)cc3)cc2c1
→ 4, 0, 2, -0.4, 4, -10, 1.0, 0, -2, i
23: CCCCC(=O)Nc1ccc(Br)cn1
→ 0, 4, 1, 0.8, -4, -2, -0.3, 1, -2, i
24: Nn1c(SCC(=O)NNC(=O)c2ccccc2)nnc1-c1ccccc1F
→ -6, -50, -1, -0.5, -2, -1, -0.3, 1, 13, i
25: CCN1CCN(S(=O)(=O)c2c(C)[nH]c(C)c2C(=O)N2CCCCC2)CC1
→ -5, -3, 1, 0.1, -2, -4, -0.6, 2, -2, i
26: O=C(/C=C/c1ccc2ccccc2n1)N1CCN(c2ccccc2)CC1
→ 2, -44, -13, 2.2, -1, -2, -0.1, 6, 3, i
27: O=C(Nc1ccc(Br)cc1)c1ccccc1Br
→ 7, -5, -3, 0.2, -3, -9, -0.4, 2, -2, i
28: CC(C)(C)c1ccc(-c2cnco2)cc1
→ 2, 9, 1, -1.3, 1, -3, -0.7, 3, -7, i
29: COc1ccc(NC2CCCN(C(=O)CCc3scnc3C)C2)cc1 (centres undefined)
→ 0, 5, -1, -1.0, -3, -9, -0.4, 2, -13, i
30: O=C(COC(=O)c1ccc([N+](=O)[O-])o1)NC1CCCC1
→ -1, 21, -28, 0.7, 3, 1, -0.1, -8, -3, i

More structures:
Values in the order: CSN deneddyl inh, PABP1 MLLE inh, SUMO1 PPI mod, LMPTP block, STEP block, NadD inh, Tb MetRS inh, DNMT1 inh, Scp1 inh, Rpn11 inh
31: CCCCc1cc(=O)oc2cc(OCC(=O)Nc3cccnc3)c(Cl)cc12
→ 3, 2, 3, 15, 2, 4, 0.6, 31, -2, i
32: CCOCCCNC(=S)NCCNc1nc2ccc(C)cc2cc1C#N
→ 2, -21, -7, -0.8, 3, -2, -0.5, 1, -3, i
33: CCOC(=O)c1ccc(NC(=O)CSc2nnc(COc3ccccc3)n2C)cc1
→ 0, 3, 1, -1.1, 4, 0, -1.2, 1, -1, i
34: CCOC(=O)CSc1nc2cc3c(cc2cc1C#N)OCO3
→ -1, -2, 3, 0.8, 5, -5, 0.0, 10, -7, i
35: Clc1ccccc1OCCn1cnc2ccccc21
→ -1, -16, 3, 4.3, -6, -9, -0.2, -1, -4, i
36: CN1CCCC1=Nc1ccccc1
→ 0, -3, -1, -1.2, 0, 5, 0.4, 0, x, i
37: Cc1csc(NC(=O)C2CC(=O)N(Cc3ccco3)C2)n1 (centres undefined)
→ -1, -12, 1, -0.8, 2, -5, 0.4, -1, -7, i
38: COc1ccc(C)c2sc(N(CCN(C)C)C(=O)c3cccc(N4C(=O)CCC4=O)c3)nc12
→ -5, 26, 1, -1.6, -3, -8, -0.5, -1, -6, i
39: Cc1ccc(N2C(=O)CS/C2=C(\C(Cl)=C(Cl)Cl)[N+](=O)[O-])cc1
→ 5, -37, -11, -0.3, -1, 7, -0.9, 5, 0, i
40: O=[N+]([O-])c1ccc(Oc2ccc(-c3nnco3)cc2)c(Cl)c1
→ 3, -13, -36, 0.6, 3, -2, -0.5, 1, -5, i

(cont.)
Values in the order: CSN deneddyl inh, PABP1 MLLE inh, SUMO1 PPI mod, LMPTP block, STEP block, NadD inh, Tb MetRS inh, DNMT1 inh, Scp1 inh, Rpn11 inh
41: O=C(NCCS(=O)(=O)NCC1CCCO1)c1ccccc1 (centres undefined)
→ 0, -2, 8, -1.1, -2, -5, -0.6, 12, -1, i
42: CC(C)(CNC(=O)c1cccc(NS(=O)(=O)c2ccc(Br)cc2)c1)N1CCOCC1
→ 5, -6, 8, -0.8, -6, 0, -0.2, 0, -9, i
43: CC(=O)OC(C(=O)NC1CCCCC1)c1ccccc1F (centres undefined)
→ -2, -3, 0, 0.2, -1, -2, -1.2, 7, 9, i
44: CCOC(=O)C1C(=O)Nc2nc3ccccc3n2C1C(C)C (centres undefined)
→ -3, -29, 3, -0.1, 0, -1, 0.2, 0, 0, i
45: O=C(CCc1nnc2n(Cc3ccc(Cl)cc3)c(=O)c3ccccc3n12)N1CCN(c2ccccn2)CC1
→ 1, 2, -1, 64*, 8, 11, 0.0, -4, 5, i
46: COC(=O)c1ccccc1S(=O)(=O)N1CCC(C(=O)N(C)CCOc2ccccc2)CC1
→ 1, 2, -3, -0.6, -1, 2, -0.1, 2, -1, i
47: CCOC(=O)c1cnn(-c2ccccc2)c1-n1cccc1C(=O)C(=O)N(CC)CC
→ 4, 11, 2, 0.9, -6, 1, -0.7, -8, -17, i
48: C[C@H](CO)N1C[C@H](C)[C@@H](CN(C)S(=O)(=O)c2ccccc2F)Oc2ncc(C#Cc3cccnc3)cc2C1=O
→ 3, -22, 1, -1.8, -2, 12, 2.3, 3, x, i
49: Cc1ccc(CNC(=O)C2CCC(=O)N2Cc2ccccc2Cl)cc1 (centres undefined)
→ -3, 13, -4, -0.5, 3, -1, 2.4, 0, -10, i
50: NC(=O)C1CCN(C(=O)c2cc3c(s2)CCCCC3)CC1
→ -1, 5, 2, -5.5, 0, 2, -0.2, 0, -10, i
51: O=C1CN(C(=O)c2cc3ccccc3oc2=O)C(c2ccc(F)cc2)c2cc(Br)ccc2N1 (centres undefined)
→ -6, 8, -2, 0.7, -3, 9, 0.0, -5, -7, i
52: COc1ccc(/C=N/N2CCN(Cc3ccccc3)CC2)cc1
→ 1, 16, -2, -0.7, 1, -4, -0.8, -1, -4, i

Compound activity from PubChem BioAssay.

Compounds as they come, and some 3.6% of all compounds hit somewhere here.
